Vif-A3G inh = inhibitors of Vif-APOBEC3G interaction | HeLa A3G-eYFP + Vif (tagged APOBEC3G with the HIV-1 protein that degrades it), YFP fluorescence, overnight | 410,000 tested, 0.076% active | AID 602310 | Q9HC16 | Potency, µM (highest dose often 46.1 µM), for the others: at the top dose activity, negative = active, usual class: inhibitors;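 also: potency is read from the fitted curve at half-maximal effect; % is scaled to controls: 0 for no effect and ±100 for the full control effect; nearly all actives have a fitted effect of over 60% in size; hits raise eYFP signal because A3G escapes Vif-driven loss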
Target sequence (Q9HC16 whole entry, looked up): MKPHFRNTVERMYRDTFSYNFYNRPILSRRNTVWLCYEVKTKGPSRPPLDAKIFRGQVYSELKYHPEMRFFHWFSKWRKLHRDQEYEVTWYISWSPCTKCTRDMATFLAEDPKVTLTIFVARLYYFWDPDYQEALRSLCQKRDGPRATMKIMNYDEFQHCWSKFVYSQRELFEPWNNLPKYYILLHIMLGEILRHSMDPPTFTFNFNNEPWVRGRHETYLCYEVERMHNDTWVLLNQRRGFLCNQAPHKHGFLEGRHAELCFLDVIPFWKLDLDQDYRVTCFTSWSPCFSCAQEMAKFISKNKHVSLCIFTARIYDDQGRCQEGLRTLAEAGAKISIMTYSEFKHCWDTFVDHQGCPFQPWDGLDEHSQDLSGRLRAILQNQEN
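HeLa cells stably expressing Vif and C-terminally eYFP-tagged A3G, seeded overnight at 37 deg C, then exposed to compound by pintool overnight at 37 deg C. Rise in yellow fluorescence (Ex 488/Em 500-530, Acumen) marks blocked Vif-driven A3G degradation.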
D2 ag = agonists of human D2 dopamine receptor; 340,000 tested, 0.53% active; activation, % at 2 µM; AID 485358; HEK293 T-REx D2 cells, calcium flux agonist mode;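 active = activation over 3 SD above normal in the single-dose calcium agonist read, cut at about 30% in these data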; also: 0% is about no effect
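Agonism scored from kinetic calcium signal (1 read/sec, 180 s) following compound pin transfer, after a 10 s baseline. Cells: HEK293 Trex line expressing inducible D2 receptor coupled to calcium, dye-loaded after overnight culture at 30 C.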
LDHA block = LDHA (human) enzyme inhibition. purified LDHA, NADH/diaphorase-resazurin fluorescence; hits give low values. P00338. activity change, % (values are at about 110 or 230 µM). 480,000 tested, 0.15% active; in the data active = activity change below about -30%; inconclusive = mostly about -25% to -30%;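 also: plate controls were DMSO wells for no effect and wells without enzyme for full effect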
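Human LDH5 at 2 nM final in Tris HCl pH 7.4 with 0.06 mM NADH and 0.2 mM pyruvate, reacted 5 minutes at room temperature. Remaining NADH coupled via diaphorase/resazurin; resorufin fluorescence read at 0 and 20 minutes, normalized to enzyme-free and DMSO wells.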
RGS4 inh = blocks human RGS4-accelerated GTP hydrolysis; Potency, µM (highest dose often 114 µM), without a hit: at the highest dose activity change, negative = inhibition, hits mostly inhibitors; Transcreener GDP fluorescence polarization, RGS4-accelerated GTP hydrolysis; 390,000 tested, 0.039% active; also: potency is read from the fitted curve at half-maximal effect; % is scaled to controls: 0 for no effect and ±100 for the full control effect; nearly all actives have a fitted effect of over 75% in size; some results filed as inactive show a strong effect at the top dose
Target sequence (P49798 whole entry, looked up): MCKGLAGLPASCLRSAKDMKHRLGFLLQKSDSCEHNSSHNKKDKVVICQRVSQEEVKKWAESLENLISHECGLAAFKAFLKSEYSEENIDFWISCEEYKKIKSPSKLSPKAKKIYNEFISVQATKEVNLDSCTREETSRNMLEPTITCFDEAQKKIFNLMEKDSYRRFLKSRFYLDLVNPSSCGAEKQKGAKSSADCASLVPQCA
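MLSMR compounds (23 nl, pin-transferred) preincubated 10 min at room temperature with a 500nM (2x) first reagent, then RGS4 at 900nM (2x) plus Transcreener GDP mix added; fluorescence polarization (620/688 nm) read before and after 90 min at 30 °C.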
Vif-A3F inh = inhibitors of Vif-A3F interaction; 390,000 tested, 0.2% active; Potency, µM (highest dose often 46.1 µM), without a hit: top-dose activity, negative = active; HeLa A3F-eYFP + Vif (tagged APOBEC3F with the HIV-1 protein that degrades it), YFP fluorescence increase; also: potency is read from the fitted curve at half-maximal effect; % of control where 0% means no effect; nearly all actives have a fitted effect of over 65% in size
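HeLa cells stably expressing Vif plus C-terminally eYFP-tagged A3F were seeded, incubated overnight at 37 deg C, dosed with compound, incubated overnight again at 37 deg C. Yellow fluorescence (Ex 488/Em 500-530) reported blocked Vif-mediated A3F-eYFP degradation.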
GRP78 ERSR act = ER stress response induction in glioma. AID 602332. Potency, µM, for inactives: at the highest dose activation, hits mostly activators. 420,000 tested, 0.02% active. U87-MG GRP78 promoter luciferase reporter, 16 h; also: potency is read from the fitted curve at half-maximal effect; series mostly up to about 76 µM; % of control where 0% means no effect; nearly all actives have a fitted effect of over 35% in size
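Stably transfected U87-MG glioma cells carrying a GRP78-based luciferase sensor; 16 h compound incubation. Luminescence end-point read 10 min after Bright-Glo addition at room temperature.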
ERG-DNA inh = blocks human ERG Ets domain binding to DNA; fluorescence polarization, His-ERG Ets domain / labelled DNA; 370,000 tested, 0.028% active; P11308; Potency, µM (doses to about 76.9 µM), for the others: top-dose FP activity, negative = inhibition, actives largely listed as inhibitors; AID 624246; active = well fitted inhibition curve with a large enough effect in the polarisation, with a control signal flat; inconclusive = small, poorly fitted or top-dose-only effect, or effect the other way, or a change in a side signal; inactive = no such curve, though single readings can be large or run the other way; the % refers to the polarisation;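 also: polarization taken with two DNA probes labelled with fluorescein and Texas red; potency is read from the fitted curve at half-maximal effect; % of control where 0% means no effect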
Target sequence (P11308 whole entry, looked up, the tested form may be a part): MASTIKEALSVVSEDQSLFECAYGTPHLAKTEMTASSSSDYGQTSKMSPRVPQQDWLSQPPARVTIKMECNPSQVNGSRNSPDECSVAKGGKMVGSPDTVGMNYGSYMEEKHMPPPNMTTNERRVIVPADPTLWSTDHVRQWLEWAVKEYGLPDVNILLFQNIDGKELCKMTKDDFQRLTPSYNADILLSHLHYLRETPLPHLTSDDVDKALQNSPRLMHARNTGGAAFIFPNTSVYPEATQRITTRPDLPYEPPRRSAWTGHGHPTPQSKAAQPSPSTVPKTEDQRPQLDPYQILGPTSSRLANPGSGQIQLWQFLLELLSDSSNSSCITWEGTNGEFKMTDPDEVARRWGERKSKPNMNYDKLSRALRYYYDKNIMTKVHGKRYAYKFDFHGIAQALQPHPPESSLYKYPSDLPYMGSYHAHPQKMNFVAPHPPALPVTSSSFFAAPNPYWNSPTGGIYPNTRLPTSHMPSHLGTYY
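His-tagged ERG Ets domain (1 uM in the protein solution; 300mM KCl, 50mM Tris-HCl, 1mM EDTA, 1mM DTT, pH 7.5) received compound, then a probe mix of 5 nM fluorescein-DNA and 100nM Texas-615-DNA. Fluorescence polarization was read for both dyes.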
D2 antagonist = antagonists of human D2 dopamine receptor; P14416; HEK293 TREx D2 cells, calcium flux, dopamine EC80; inhibition, % at 10 µM; 340,000 tested, 2% active; AID 485344; in the data active = inhibition above about 30%; also: 0% is about no effect
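Read-out: kinetic calcium fluorescence (1 cycle/s) in inducible HEK293 T-REx D2 cells after an EC80 dopamine addition that followed 180 s compound preincubation. Loss of the dopamine response indicates antagonism.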
12-LOX inh = blocks human arachidonate 12S-lipoxygenase | 580,000 tested, 1.1% active | P18054 | AID 1671190 | purified 12hLO, xylenol orange hydroperoxide absorbance | Potency, µM (titrated, usually from 108 µM), for the others: top-dose activity change, negative = inhibition, most hits filed as inhibitors; also: potency is read from the fitted curve at half-maximal effect; % is scaled to controls: 0 for no effect and ±100 for the full control effect
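Hydroperoxide product was detected by ferrous iron/xylenol orange as the 573 to 405 nm absorbance ratio. Arachidonic acid at 40 uM (final) was turned over for 30 min at room temperature by 150 nM human 12hLO, pH 7.0 Hepes buffer, after 15 min compound preincubation.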
Numbers without * were called inactive; ? = inconclusive; / = not tested or not shown; & = joins results of further samples; [ ] = dose if it differs, or a comment. Unless noted, calls follow the shape of the dose curve; as a rule, active = well fitted curve in the direction sought with a large enough effect; inconclusive = small, poorly fitted or top-dose-only effect, or another doubt; inactive = no such curve, though single readings can be large; an effect the other way counts as inactive or inconclusive. A portion of the library (hit frequency here may not be typical).

item | SMILES | LDHA block | D2 ag | ERG-DNA inh | Vif-A3F inh | RGS4 inh | GRP78 ERSR act | D2 antagonist | 12-LOX inh | Vif-A3G inh
1 | CC1Cc2cc(S(=O)(=O)NCCc3ccc(Cl)cc3)ccc2N1C(=O)C1CCC1 (configuration not stated) | -3 | 0.3 | -1% | -1% | -12% | -4% | / | -28% | -2%
2 | COc1ccc(NC(=O)CO/N=C/C(=O)Nc2ccccc2C)c([N+](=O)[O-])c1 | -2 | 0.1 | 10% | 9% | 10% | 4% | 7 | 9% | 0%
3 | CCCCOc1ccc(CC2CCC(=O)NC2=O)cc1 (configuration not stated) | -6 | 0.0 | 0% | -3% | -9% | -3% | -11 | 259%[activator] | 0%
4 | O=C(NCc1ccccc1)C(=O)NCC(c1ccc2c(c1)OCO2)N1CCOCC1 (configuration not stated) | -7 | -1.5 | 0% | 1% | 8% | -1% | / | -9% | 2%
5 | Cc1cc(OC(=O)c2ccccc2Br)cc(=O)n1C | -6 | 0.0 | 0% | 0% | -17% | -1% | -22 | / | -17%
6 | COc1ccc(NC(=O)CNS(=O)(=O)c2cccs2)c(OC)c1 | -4&3 | -0.2&0.7 | 5% | 3%&-9% | 27%&26% | 0%&-1% | 2 | 0%&-17% | 2%&-7%
7 | O=C(O)CC(c1cccc2ccccc12)n1cccc1 (configuration not stated) | 1 | 0.1 | 1% | 0% | 19% | 1% | -21 | ? | -6%
8 | O=C(Cn1c(=O)n(Cc2ccco2)c(=O)c2oc3ccccc3c21)Nc1ccc(F)c(Cl)c1 | -1 | 0.7 | 20% | -10% | -29% | -1% | / | -16% | -3%
9 | CC(C)CCc1noc(CN(C)CCC2CCOCC2)n1 | -10 | / | -8% | 2% | 26% | -1% | / | 2% | 0%
10 | Cc1ccccc1NC(=O)COC(=O)c1c(-c2ccccc2)noc1C | -7 | 0.3 | 9% | -3% | 11% | -5% | 21 | 0% | -2%
11 | CCOC(=O)Nc1c(Cl)[nH]c(=O)n(C)c1=O | -6 | / | -6% | 6% | 18% | -3% | / | 0% | 0%
12 | CC(=O)Nc1cccc2c1C(=O)N(c1ccccc1OC(C)=O)C2=O | 2 | 0.3 | 10% | 6% | -10% | -3% | -1 | -23% | -9%
13 | O=C(Nc1ccc2oc(-c3ccc(Cl)c(Cl)c3)nc2c1)c1ncn[nH]1 | -7 | 0.5 | -5% | ? | -42% | 7% | 21 | 72%[activator] | 4%
14 | N#CC(c1cccc(C(F)(F)F)c1)(c1ncc(C(F)(F)F)cc1Cl)N1CCOCC1 (configuration not stated) | 1 | -0.1 | -2% | -4% | -16% | -2% | 13 | 18% | 2%
15 | CN(C)CCNC(=O)c1ccc(Cl)c2cc3ccccc3nc12 | 1 | / | / | 8% | -18% | -3% | / | ? | -20%
16 | c1coc(-c2nc3c4c5c(sc4ncn3n2)CCCC5)c1 | -10 | 0.3 | 3% | -18% | -8% | -3% | -10 | 0% | -3%
17 | O=S(=O)(c1cccc(-c2nnc(SCc3nc4ccccc4s3)o2)c1)N1CCOCC1 | -6 | 0.8 | 30% | ? | -17% | 3% | -9 | 6% | -5%
18 | CCOC(=O)/C=C1\SCC(=O)N1CC(=O)NC(C)c1ccccc1 (configuration not stated) | -2 | 0.2 | 3% | -11% | -15% | 0% | 8 | 1% | 0%
19 | CCN(C(=O)COC(=O)c1cnc(C)cn1)C1CCCCC1 | -9 | -1.5 | 0% | 1% | -29% | -4% | -17 | 43%[activator] | 4%
20 | Cc1ccc(C(C)C)cc1OCC(=O)N/N=C/c1ccc2c(c1)OCCO2 | 1 | 0.4 | 0% | ? | -44% | 2% | 2 | -14% | -11%
21 | COc1cc2c(cc1OC)C(c1cccc([N+](=O)[O-])c1)=NCC2 | 2 | -0.1 | 3% | 1% | -30% | -2% | 6 | ? | -3%
22 | COC(=O)CCC(=O)OC1(C)C(=O)C=C2C=C(C3CC3)N(Cc3ccco3)C=C2C1=O (configuration not stated) | 2 | 2.4 | 7% | -1% | -16% | -2% | 14 | 131%[activator] | -1%
23 | Cc1ccc(C)c(C(=O)CN2Cc3ccccc3C2=O)c1 | -11 | 0.1 | -2% | 5% | 1% | 6% | 12 | 4% | -1%
24 | Cn1c(=O)oc2cc(S(=O)(=O)NCCC(=O)NCCc3ccc(Cl)cc3)ccc21 | 10 | -0.1 | 3% | -3% | -18% | 3% | 59* | -27% | -2%
25 | CCOC(=O)c1c(C)[nH]c(C2=NNC(=NC3CC3)SC2)c1C | -3 | 0.0 | -3% | -2% | ? | -13% | 1 | / | -3%

Next section, starting with the last 5 of the part before.
item | SMILES | LDHA block | D2 ag | ERG-DNA inh | Vif-A3F inh | RGS4 inh | GRP78 ERSR act | D2 antagonist | 12-LOX inh | Vif-A3G inh
21 | COc1cc2c(cc1OC)C(c1cccc([N+](=O)[O-])c1)=NCC2 | 2 | -0.1 | 3% | 1% | -30% | -2% | 6 | ? | -3%
22 | COC(=O)CCC(=O)OC1(C)C(=O)C=C2C=C(C3CC3)N(Cc3ccco3)C=C2C1=O (configuration not stated) | 2 | 2.4 | 7% | -1% | -16% | -2% | 14 | 131%[activator] | -1%
23 | Cc1ccc(C)c(C(=O)CN2Cc3ccccc3C2=O)c1 | -11 | 0.1 | -2% | 5% | 1% | 6% | 12 | 4% | -1%
24 | Cn1c(=O)oc2cc(S(=O)(=O)NCCC(=O)NCCc3ccc(Cl)cc3)ccc21 | 10 | -0.1 | 3% | -3% | -18% | 3% | 59* | -27% | -2%
25 | CCOC(=O)c1c(C)[nH]c(C2=NNC(=NC3CC3)SC2)c1C | -3 | 0.0 | -3% | -2% | ? | -13% | 1 | / | -3%
26 | Nc1cc(N)cc(-c2nc3ccccc3o2)c1 | 1 | / | -13% | -3% | -21% | 1% | / | 21% | 1%
27 | O=S(=O)(NC1CCCCC1)c1ccc(Cl)s1 | -2 | -0.1 | / | 0% | 10% | -1% | 0 | -12%[57.4 µM] | -6%
28 | COc1ccc(NC(=O)CCN2CCN(S(=O)(=O)c3cc(Cl)ccc3Cl)CC2)cc1 | -5 | 0.8 | / | 0% | -19% | -4% | 15 | 7% | 1%
29 | CCOc1ccc(-c2nn(-c3ccccc3)cc2C2NC(=O)NC(C)=C2C(=O)OC(C)C)cc1 (configuration not stated) | 5 | 0.9 | 1% | 4% | -13% | -2% | / | -24% | -7%
30 | O=c1c2ccc([N+](=O)[O-])cc2ncn1CCOc1ccc(Cl)cc1 | 0 | 0.4 | 5% | -17% | 11% | -5% | 0 | 5% | 9%
31 | COC(C[C@H](O)C[C@@H](O)COCc1ccccc1)OC | 1 | 0.0 | -1% | -1% | 0% | -3% | -12 | 0% | -6%
32 | COc1ccc(C(C)NC(=O)C2CCCC2)cc1 (configuration not stated) | -2 | 1.9 | -11% | -15% | -10% | -1% | -1 | 2% | -1%
33 | CCCCn1c(=O)c2c(O)cc(=O)oc2c2ccccc21 | 5 | 0.4 | 1% | 1% | -1% | -2% | 6 | ? | -1%
34 | Cc1ccc(N2CCN(c3nc4ccc(C)cc4n4nnnc34)CC2)c(C)c1 | -4 | 0.5 | -1% | ? | -7% | -3% | / | -2% | -2%
35 | c1ccc(SCCOCCN2CCc3ccccc3C2)cc1 | -4 | -0.4 | -2% | 3% | 15% | 2% | 75* | -20% | 4%
36 | CN(C(=O)CSc1nncc2ccccc12)c1ccccc1 | -4 | / | -1% | -18% | -4% | 0% | / | -5% | -2%
37 | Cc1cc(C)c(C(N)=O)c(Cl)n1 | -7 | -1.1 | 6% | -7% | -14% | -3% | 4 | ? | 4%
38 | CC(C)C(N)c1csc(NC(=O)Nc2ccc(OC(F)(F)F)cc2)n1 (configuration not stated) | -13 | / | / | / | / | -13% | / | ? | -29%
39 | COc1ccc(/C=C(\C#N)c2n[nH]c(Cn3cncn3)n2)cc1 | -5 | 0.4 | 13% | -2% | -4% | -1% | -21 | -8% | -1%
40 | O=C(Nc1nnc(-c2ccc(Cl)cc2)o1)C1=COCCO1 | 6 | -0.1 | -8% | -9% | 22% | 2% | 17 | -17% | 1%
41 | C/C(=N\NC(=O)COc1ccc(C)cc1Br)c1cc([N+](=O)[O-])cs1 | -1 | 0.1 | -5% | ? | 8% | -1% | 7 | -1% | 1%
42 | Cc1c(C(=O)NCc2ccc(C#N)cc2)sc(=O)n1Cc1ccc(C(=O)N(C)C)cc1 | -5 | / | / | / | / | 0% | / | 1% | -3%
43 | O=C(O)c1ccc2c(c1)C(=O)N(N1C(=O)c3ccccc3C1=O)C2=O | -3 | 1.2 | -11% | -2% | 13% | -2% | -11 | -18% | -1%
44 | COc1ccc(OC)c(NS(=O)(=O)c2ccc3[nH]c4c(c3c2)CCCCC4)c1 | 1 | 1.1 | 13% | -1% | -21% | -4% | / | -23% | -14%
45 | O=C(c1ccccc1)n1nc(-c2ccccc2)nc1NCc1ccco1 | -3 | -0.2 | 5% | 6% | 16% | 5% | -15 | -15% | 1%
46 | COc1cc(C(=O)OCC(=O)c2c[nH]c3ccccc23)ccc1OCC(=O)N1CCOCC1 | -11 | 0.0 | -1% | -5% | 7%[56.9 µM] | -4% | 0 | ? | 1%

Source: PubChem (National Center for Advancing Translational Sciences (NCATS))
